APEX1 inh – blocks human APE1 abasic DNA cleavage. Potency, µM (series often up to 65.8 µM), without a hit: at the top dose activity change, negative = inhibition, actives largely listed as inhibitors. recombinant APE1, TAMRA/BHQ-2 abasic DNA cleavage fluorescence. AID 2517. hit rate 0.35% among 350,000. P27695;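 note: plate controls were vehicle for no effect and reference inhibitor for full effect; nearly all actives have a fitted effect of over 55% in size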
Target sequence (P27695 whole entry, looked up): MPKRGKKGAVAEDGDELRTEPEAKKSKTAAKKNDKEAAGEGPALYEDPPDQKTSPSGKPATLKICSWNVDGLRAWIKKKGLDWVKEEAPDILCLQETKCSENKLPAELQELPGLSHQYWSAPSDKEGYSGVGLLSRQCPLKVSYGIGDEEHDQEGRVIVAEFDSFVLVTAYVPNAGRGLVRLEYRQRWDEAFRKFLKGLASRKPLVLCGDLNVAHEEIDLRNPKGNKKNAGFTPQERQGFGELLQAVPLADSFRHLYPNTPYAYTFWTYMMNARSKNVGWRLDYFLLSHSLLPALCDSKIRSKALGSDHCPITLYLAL
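Measures dequenching upon AP-site incision of a 5'-TAMRA/3'-BHQ-2 THF-containing duplex, 50 nM; human APE1 0.75 nM after 15 min room-temperature exposure to compound; kinetic three-point read at one-minute spacing.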
Pol kappa inh – DNA polymerase kappa (human) inhibition; hit rate 0.53% among 400,000; purified Pol kappa, fluorescent DNA synthesis assay, 10 min; Potency, µM (series often up to 107 µM), for the others: top-dose activity, negative = inhibition, most hits filed as inhibitors; note: % is set by controls: 0 for no effect and ±100 for the full control effect
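10 nM Pol kappa preincubated 15 min at room temperature with compounds, then reaction started with substrate at 50 nM final. Fluorescence read kinetically at 0 and 10 min; buffer-only wells served as negative control.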
POLB inh – inhibitors of human DNA polymerase beta | Pol beta primer extension/strand displacement, fluorescence kinetic | Potency, µM (titrated, usually from 114 µM), without a hit: top-dose activity change, negative = inhibition, hits mostly inhibitors | hit rate 1.3% among 340,000 | AID 485314; note: % is set by controls: 0 for no effect and ±100 for the full control effect
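Kinetic readout of DNA synthesis with strand displacement by Pol beta. Compound and 10 nM enzyme sit 15 min at room temperature; 50 nM substrate starts the reaction, read immediately and at 10 min.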
G9a block – G9a (human) methyltransferase inhibition; Q96KQ7; G9a H3K9 monomethylation, AlphaScreen, 2 h; Potency, µM (top dose mostly 102 µM), for inactives: top-dose activity, negative = inhibition, most hits filed as inhibitors; hit rate 8.8% among 350,000; note: % is set by controls: 0 for no effect and ±100 for the full control effect; nearly all actives have a fitted effect of over 75% in size
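G9a (20 nM) was preincubated 15 min with compound, then reacted 2 h at room temperature with 500 nM biotin-H3K9 peptide and 20 µM SAM. Monomethyl-H3K9 detected by AlphaScreen using anti-H3K9me1 antibody.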
BLM helicase inh – blocks DNA unwinding by human BLM helicase. AID 2528. recombinant BLM DNA unwinding, fluorescence dequenching. hit rate 0.2% among 350,000. P54132. Potency, µM (top dose mostly 56.1 µM), without a hit: at the top dose activity change, negative = inhibition, most hits filed as inhibitors;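 note: plate controls were vehicle for no effect and no enzyme for full effect; nearly all actives have a fitted effect of over 35% in size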
Pol eta inh – inhibitors of human DNA polymerase eta; Q9Y253; recombinant Pol eta, fluorescent DNA replication assay; Potency, µM (highest dose often 114 µM), for inactives: at the top dose activity change, negative = inhibition, usual class: inhibitors; hit rate 1.2% among 390,000; AID 588591; note: % is set by controls: 0 for no effect and ±100 for the full control effect
Target sequence (Q9Y253 whole entry, looked up): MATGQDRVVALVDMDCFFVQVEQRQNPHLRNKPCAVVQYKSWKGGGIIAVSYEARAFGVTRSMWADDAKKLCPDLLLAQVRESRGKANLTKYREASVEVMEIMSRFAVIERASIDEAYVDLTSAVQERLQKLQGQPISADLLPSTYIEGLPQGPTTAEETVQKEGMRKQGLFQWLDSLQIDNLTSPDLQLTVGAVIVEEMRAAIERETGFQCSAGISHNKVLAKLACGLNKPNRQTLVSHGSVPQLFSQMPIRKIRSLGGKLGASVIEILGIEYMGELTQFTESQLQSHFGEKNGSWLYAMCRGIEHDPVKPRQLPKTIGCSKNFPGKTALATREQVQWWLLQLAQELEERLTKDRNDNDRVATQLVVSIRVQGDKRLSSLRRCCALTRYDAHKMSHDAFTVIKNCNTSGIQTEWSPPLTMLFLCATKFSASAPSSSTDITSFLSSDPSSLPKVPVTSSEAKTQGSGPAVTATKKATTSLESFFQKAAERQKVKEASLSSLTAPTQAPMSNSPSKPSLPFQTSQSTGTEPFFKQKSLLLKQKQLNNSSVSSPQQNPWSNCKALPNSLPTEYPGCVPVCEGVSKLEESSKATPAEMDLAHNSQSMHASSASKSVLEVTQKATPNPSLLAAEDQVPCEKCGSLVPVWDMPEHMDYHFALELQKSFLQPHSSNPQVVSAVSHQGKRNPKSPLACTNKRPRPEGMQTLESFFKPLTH
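Pol eta at 10 nM preincubated with compounds 15 min at room temperature; reaction started with fluorescent substrate (50 nM final) and read kinetically at 0 and 10 min.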
BAZ2B inh – BAZ2B (human) inhibition | AlphaScreen BAZ2B-H3K14Ac peptide displacement | AID 504333 | hit rate 4.4% among 360,000 | Potency, µM (top dose mostly 114 µM), inactives show at the highest dose activity change, negative = inhibition, hits mostly inhibitors | Q9UIF8; note: % is set by controls: 0 for no effect and ±100 for the full control effect; nearly all actives have a fitted effect of over 60% in size
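BAZ2B 50 nM plus b-H3(5-23)K14Ac 50 nM, PBS pH 7.4/0.01% Tween-20, 30 min RT; compound added (max 110 uM), 30 min RT; streptavidin donor/Ni-chelate acceptor beads 10 ug/mL final, 20 min dark; AlphaScreen read.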
JMJD2A Tudor – blocks the human JMJD2A Tudor domain; AID 504339; Potency, µM (top dose mostly 114 µM), without a hit: at the top dose activity change, negative = inhibition, most hits filed as inhibitors; AlphaScreen JMJD2A-Tudor / H3K4me3 peptide binding; O75164; hit rate 4.4% among 390,000; note: % is set by controls: 0 for no effect and ±100 for the full control effect; nearly all actives have a fitted effect of over 50% in size
Pol iota inh – DNA polymerase iota (human) inhibition. Q9UNA4. Pol iota fluorescent replication assay, 10 min. hit rate 1% among 390,000. Potency, µM (doses to about 115 µM), for the others: top-dose activity, negative = inhibition, usual class: inhibitors. AID 588590
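Fluorescent replication assay read twice, at 0 min and 10 min after adding 50 nM (final) substrate. Enzyme (10 nM) and compounds were first incubated 15 min at room temperature; enzyme-free buffer wells were negative controls.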
The depositor's hits bear a star; ? = inconclusive; / = not tested or not shown; & = joins results of further samples; [ ] = dose if it differs, or a comment. Calls come from the whole dose curve; as a rule, active = well fitted curve in the direction sought with a large enough effect; inconclusive = small, poorly fitted or top-dose-only effect, or another doubt; inactive = no such curve, though single readings can be large; an effect the other way counts as inactive or inconclusive. Potency is the fitted concentration of half-maximal effect. Only part of the results is shown; count on the stated rates, not on these rows.

SMILES	APEX1 inh	Pol kappa inh	POLB inh	G9a block	BLM helicase inh	Pol eta inh	BAZ2B inh	JMJD2A Tudor	Pol iota inh
COc1cc2c(cc1OC)C(C)N(C(=O)c1cc(Cl)nc(Cl)c1)CC2 (configuration not stated)	18%	-3%[60.1 µM]	11%	8%	-10%	-5%	0%	-2%	-26%
S=C(NCCN(C1CCCCC1)C1CCCC1)Nc1cccc(Cl)c1	16%	-9%	17%	?	-2%	-8%	-27%	-31%	140%[activator]
CCCN(C(=O)c1cc2c(=O)oc3ccccc3c2s1)c1ccc(CC)cc1	/	-4%	29%	-3%[59 µM]	-5%	5%	9%	-4%	-2%
CC1(C)CC(=O)C=C(NCc2cccs2)C1	0%	-11%	-9%	-8%	-1%	-13%	-5%	-33%	-2%
CCCOC(=O)c1ccc(-n2nnnc2SCC(=O)N2CCCCC2)cc1	-1%	-1%	-7%	?	-3%	-18%	11%	-6%	19%
CCCS(=O)(=O)N1CCCC(C(=O)NCCc2ccccc2)C1 (configuration not stated)	22%	1%	26%	8%	-4%	-18%	-8%	-22%	55%[activator]
COc1ccc(OCC(=O)Nc2ccccc2OC(F)F)cc1	-6%	-13%	-2%	24%[12.7 µM]	-5%	-20%	22%	26%	9%
CC(C)CCn1c(N2CCC(C(N)=O)CC2)nc2c1c(=O)[nH]c(=O)n2C	16%	-12%	26%	-10%[59 µM]	-4%	11%	-3%	-1%	5%
Cc1ccc(CNS(=O)(=O)c2c(C(=O)N3CCCCC3)c(C)n(C)c2C)cc1	0%	-4%	54%	2%[59 µM]	-2%	1%	-21%	-21%	-9%
CCN(C(=O)COC(=O)CSc1ccc(C)cc1C)c1c(N)n(Cc2ccccc2)c(=O)[nH]c1=O	/	1%	/	/	/	-6%	/	-7%	-6%
Cc1cccc2nc(CSC(=N)N)c(Br)n12	4%	-5%	-28%	8.9µM*	-4%	-18%	-31%	-1%	115%[activator]
CCNCCNC(=O)c1c(O)c2cccc3c2n(c1=O)CCC3	-7%	6%	4%	-20%[59 µM]	7%	-12%	-3%	-33%	3%
CC1CCc2c(sc(NC(=O)CCCOc3ccc(C(C)(C)C)cc3)c2C(N)=O)C1 (configuration not stated)	/	-2%	-11%	?	-1%	-4%	6%	-6%	20%
O=C(Cn1nc(-c2ccccc2)c2ccccc2c1=O)Nc1ccccn1	-1%	-24%	-4%	-42%[12.7 µM]	-4%	-3%	7%	-21%	18%
Cc1cc(C)nc(N2CCCC(C(=O)Nc3ccc4c(c3)OCO4)C2)n1 (configuration not stated)	2%	-5%	3%	-6%[12.7 µM]	-2%	8%	-2%	-27%	11%
Cc1cc(C(=O)OCC(=O)N2CCN(C(=O)c3ccco3)CC2)c(C)n1-c1ccc(F)cc1	-2%	1%	1%	-50%	-3%	-13%	?	-14%[11.4 µM]	-12%
Cn1c(-c2ccc(Cl)nc2)nc2ccccc21	33%	-7%	2%	20%[2.33 µM]	-1%	-3%	0%	-7%	14%
COCCNC(=O)c1onc(CSc2cccc(OC)c2)c1C(=O)NCCOC	31%	-2%	/	-1%[12.7 µM]	/	8%	-3%	-20%	16%
COc1ccc(CN(C)C(=O)Cn2cnc3c(SC)nc(N)nc32)cc1OC	24%	6%	/	/	/	4%	/	-24%	10%
COCCn1c(SCC(=O)c2[nH]c(C)c(C(C)=O)c2C)nc2ccccc21	0%	0%	-17%	?	-3%	-28%	?	-21%	21%
CCN(CC)S(=O)(=O)c1c(Br)cc(C)cc1Br	4%	-13%	-4%	5%[59 µM]	-15%	-20%	26%	46%[activator]	9%[58.9 µM]
Cc1cc(C)n(-c2nc(C)c(C)c(=O)n2CC(=O)Nc2cccc([N+](=O)[O-])c2)n1	/	-12%[60.1 µM]	-19%	6.3µM*	1%	3%	-11%	?	-2%
CCn1c(C(=O)NCc2ccccc2)cc2sc(Cl)cc21	/	-7%	11%	4%[59 µM]	-16%	-14%	11%	-11%	-10%
Cc1cc(=O)oc2c3c(cc(OCC(=O)NCc4ccco4)c12)OC(C)(C)CC3	-7%	-20%	2%	/	0%	-13%	2%[57.1 µM]	-32%	-15%
COc1ccc(C(=O)NC(=S)Nc2ccc(Cl)cn2)cc1OC	2%	-3%[60.1 µM]	2%	/	-2%	2%	-4%	6%	-19%
CCCCOC(=O)c1ccc(Nc2ccc([N+](=O)[O-])cn2)cc1	6%	-5%	9%	-22%[59 µM]	0%	-16%	-24%	-18%	28%
CCCc1cc(=O)[nH]c(SCC(=O)Nc2ccc(C(=O)Nc3ccccc3OC)cc2)n1	-8%	-9%	/	/	/	-11%	/	-12%	50%[activator]
CCOC(=O)N1CCC(NC(=O)C2CCN(c3ccc(N4CCOCC4)nn3)CC2)CC1	2%	-10%	16%	?	-1%	-12%	-22%	-4%	38%[activator]
CC(C)(C)C1CCC(C(=O)Nc2cccnc2)CC1 (configuration not stated)	1%	-18%	41%	-31%	6%	-18%	-8%	-7%	54%[activator]
COc1ccc(NC(=O)c2ccc(CN3CCc4ccccc4C3)cc2)c(OC)c1	12%	9%	21%	-6%[0.501 µM]	-10%	-12%	-28%	-29%	-11%

Exported with each value named: entries from further up
CCCc1cc(=O)[nH]c(SCC(=O)Nc2ccc(C(=O)Nc3ccccc3OC)cc2)n1
  APEX1 inh = -8%
  Pol kappa inh = -9%
  POLB inh = /
  G9a block = /
  BLM helicase inh = /
  Pol eta inh = -11%
  BAZ2B inh = /
  JMJD2A Tudor = -12%
  Pol iota inh = 50%[activator]

CCOC(=O)N1CCC(NC(=O)C2CCN(c3ccc(N4CCOCC4)nn3)CC2)CC1
  APEX1 inh = 2%
  Pol kappa inh = -10%
  POLB inh = 16%
  G9a block = ?
  BLM helicase inh = -1%
  Pol eta inh = -12%
  BAZ2B inh = -22%
  JMJD2A Tudor = -4%
  Pol iota inh = 38%[activator]

CC(C)(C)C1CCC(C(=O)Nc2cccnc2)CC1 (configuration not stated)
  APEX1 inh = 1%
  Pol kappa inh = -18%
  POLB inh = 41%
  G9a block = -31%
  BLM helicase inh = 6%
  Pol eta inh = -18%
  BAZ2B inh = -8%
  JMJD2A Tudor = -7%
  Pol iota inh = 54%[activator]

Further entries.
SMILES	APEX1 inh	Pol kappa inh	POLB inh	G9a block	BLM helicase inh	Pol eta inh	BAZ2B inh	JMJD2A Tudor	Pol iota inh
O=C(O)CCc1ccc(-c2ccc(F)cc2)n1Cc1ccco1	-3%	-12%	-24%	9%[12.7 µM]	-5%	-10%	-37%	?	-15%
CC1=C(C(=O)OC2CCCC2)C(c2coc3ccc(C)cc3c2=O)C2=C(CCCC2=O)N1 (configuration not stated)	-20%	-7%	8%	?	-8%	-9%	-10%	?	-6%
COc1ccc(-n2ncc3c2CC(C)(C)CC3NC(=O)C2=CC(=O)CC(C)(C)O2)cc1 (configuration not stated)	-18%	-13%	1%	/	0%	-18%	-13%	-21%	12%
CN(Cc1ccccc1)c1nc2c(S(=O)(=O)c3cccc(Cl)c3)nnn2c2ccsc12	/	1%	13%	-9%[59 µM]	1%	-17%	-9%	-16%	13%
COc1cc(CC(=O)N(c2ccccc2)c2nc(C)cs2)cc(OC)c1OC	2%	-2%	1%	-45%	-7%	-9%	-21%	-20%	24%
CCC(O)C(C)(C)C (configuration not stated)	24%&4%	-23%	/	1%[0.501 µM]	/	-5%	3%	-7%	6%
CCOC(=O)c1ccc(NC(=O)CCc2c(C)nc3c(-c4ccc(F)cc4)c(C)nn3c2C)cc1	/	-5%	16%	-2%[59 µM]	-13%	-4%	-3%	-8%	-11%
COc1cccc(C(=O)Nc2ccc(S(=O)(=O)N3CCCCC3)cc2)c1OC	18%	-7%	0%	15%	-6%	-18%	-16%	-12%	-15%
CCn1cc(C(=O)N2CCN(Cc3ccc4c(c3)OCO4)CC2)c(=O)c2ccc(C)nc21	2%	-5%	7%	20%[12.7 µM]	-4%	-8%	13%	0%	6%
CC#CC(=O)NC1CCCN(C2Cc3ccccc3C2)C1 (configuration not stated)	26%	-19%	22%	?	-7%	-18%	-1%	-11%	44%[activator]
CCN1C[C@@H]2[C@@H]3C(=O)N(Cc4ccccc4)C(=O)[C@@H]3[C@](CC)(C1=O)N2C(=O)c1ccc(F)cc1	/	-22%	/	/	/	-3%	/	-16%	-11%
COC(=O)C1=C(C)NC2=C(C1c1ccc(O)cc1)S(=O)(=O)c1ccccc12 (configuration not stated)	0%	-5%	7%	13%[59 µM]	-6%	-12%	-3%	1%	5%
CCOC(=O)C(CC)n1cnc2c(nnn2-c2cccc(OC)c2)c1=O (configuration not stated)	55%[activator]	-2%	-2%	0%	0%	-6%	26%	1%	129%[activator]
Cc1cc(Nc2ccc(F)cc2)n2nc(C)nc2n1	-4%	-3%	-8%	-46%	3%	-11%	-24%	-13%	23%
COC(=O)C1=C(O)/C(=C\c2ccc(OCC(=O)Nc3ccccc3OC)cc2)N=C1C	-15%	-10%	30%	17%	-12%	-17%	-22%	?	46%[activator]
O=C(CC12CCC(CC1)C2)NCc1ccc2c(c1)OCO2	?	-41%	-6%	21%[59 µM]	1%	4%	-1%	-8%	8%
OCCC1CN(Cc2cnn(-c3ccc(F)cc3)c2)CCN1Cc1ccsc1 (configuration not stated)	-3%	-3%	-9%	3%	-4%	4%	-8%	-10%	25%
Cc1cc(C)c(NC(=O)CSc2cn(CC(=O)N3CCOCC3)c3ccccc23)c(C)c1	/	-11%	3%	-11%[59 µM]	2%	-13%	-29%	-10%	7%
COc1cccc(NC(=O)CSc2nnnn2C2CCCCC2)c1	-6%	1%	17%	14%	-3%	-12%	0%	-6%	21%
CN(CC(=O)Nc1ccc(Cl)c(Cl)c1)C1CCCCC1	-2%	11%	13%	22µM*	-6%	-20%	-28%	22µM*	15%
CC(=O)Nc1ccc(S(=O)(=O)Nc2ccc(S(=O)(=O)Nc3ncccn3)cc2)cc1	3%[12.4 µM]	-26%	6%	-5%[59 µM]	2%	-14%	-2%	8%	11%
COc1ccc(Cl)cc1-c1nc(SCC(=O)NC(C)C(C)C)n[nH]1 (configuration not stated)	-1%	5%	3%	-29%	4%	-23%	/	2%	86%[activator]
O=C(CSc1nnnn1-c1cccc2ccccc12)N1CCOCC1	-6%	-14%	-3%	-12%[59 µM]	0%	-4%	7%	-7%	4%
NC(=O)CSC1=N/C(=C\c2ccco2)C(=O)N1c1ccc(OC(F)F)cc1	?	?	-23%	?	-10%	32%[activator]	-37%	?	35µM*
Cc1oc(-c2ccccc2Cl)nc1CS(=O)(=O)CC(=O)NCCc1ccccc1	0%	5%	5%	/	-1%	-27%	3%	-14%	17%

Assay outcomes from PubChem.
